hcDAF12 agonist = activates DAF-12 receptor from parasite H. contortus. actives 1.4% (n = 370,000). HEK293 hcDAF-12 lit1-tk-luc reporter, luminescence; 0% DMSO, 100% Δ7-dafachronic acid. activation, % at 6.8 µM. AID 652067;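 active = activation above the mean of all tested compounds plus 3 SD, cut at about 5.5% in these data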;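 also: 100% = response to 3 µM Δ7-dafachronic acid high control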
PG9 Ab binder = PG9 antibody binding by small molecule; AID 624416; actives 0.43% (n = 360,000); TR-FRET gp120-PG9 antibody binding; inhibition, % at 6.7 µM; in the data active = inhibition above about 8.5%
hgDAF-12 ag = hgDAF-12 agonism, primary luciferase screen; activation, % at 6.8 µM; HEK293 GAL4-hgDAF12 UAS-luciferase reporter, agonist luminescence; normalized to butyrate control; actives 1.8% (n = 370,000);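 active = activation above a cutoff set at the mean of all screened compounds plus 3 SD, cut at about 10% in these data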;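 also: 0% = DMSO wells and 100% = sodium butyrate wells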
ssDAF-12 act = activators of S. stercoralis DAF-12 nuclear receptor | activation, % at 6.8 µM | HEK293 ssDAF-12/GRIP1 lit1-tk-luc reporter, luminescence; % of 3 µM dafachronic acid response | actives 1% (n = 370,000);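 active = activation above the mean over all tested compounds plus 3 SD, cut at about 0.9% in these data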;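 also: 0% = DMSO-only wells and 100% = 3 µM delta7-dafachronic acid wells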
DAX1 inh-1 = DAX1 (NR0B1) inhibition, primary screen; HEK293T StAR-luciferase reporter, SF-1/DAX-1 repression relief; inhibition, % at 6.8 µM; actives 1.1% (n = 370,000); AID 652010;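 active = inhibition above the mean over all tested compounds plus 3 SD, cut at about 3.6% in these data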;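 also: 0% = DAX-1 cells with DMSO and 100% = cells lacking DAX-1 with DMSO; higher inhibition means more luminescence from relief of DAX-1 repression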
FXN GAA850 act = increases GAA850 frataxin promoter reporter activity | activation, % at 6 µM | actives 0.56% (n = 360,000) | HEK293 lucGAA850 FXN promoter luciferase reporter, 24 h; percent of 10 µM SAHA response;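 active = activation above the average of all compounds screened plus 3 SD, cutoff fixed separately per campaign, cut at about 7.5% in these data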;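 also: 0% = DMSO wells and 100% = 10 µM SAHA wells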
SMARCA2 activ = activators of SMARCA2 function; activation, % at 9.1 µM; MG213 cells, MMTV-luciferase reporter, dexamethasone, overnight; actives 1% (n = 370,000); in the data active = activation above about 7.8%;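 also: 0% = vehicle wells and 100% = reference activator wells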
DAX1 inh-2 = inhibits human nuclear receptor DAX1; AID 504766; P51843; inhibition, % at 6.75 µM; actives 0.99% (n = 340,000); HEK293 Gal4-DAX1 luciferase reporter, luminescence;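 active = inhibition above the mean over all tested compounds plus 3 SD, cut at about 4.2% in these data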;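 also: 0% = DAX1-transfected cells with DMSO and 100% = empty-vector control cells with DMSO; inhibition shows as a rise in luminescence from relieved DAX1 repression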
NR1D1 modulator = modulators of human Rev-erb alpha DNA binding; activity, % at 10 µM; actives 0.79% (n = 370,000); P20393; AID 1259318; Rev-erbα–FITC-DNA binding, fluorescence polarization, 90 min;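 active = activity above about 14%, limit read from the data; passing the limit was not always enough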;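 also: 0% = DMSO wells with 35 nM protein and 100% = DMSO wells with 750 nM protein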
Target sequence (P20393 whole entry, looked up): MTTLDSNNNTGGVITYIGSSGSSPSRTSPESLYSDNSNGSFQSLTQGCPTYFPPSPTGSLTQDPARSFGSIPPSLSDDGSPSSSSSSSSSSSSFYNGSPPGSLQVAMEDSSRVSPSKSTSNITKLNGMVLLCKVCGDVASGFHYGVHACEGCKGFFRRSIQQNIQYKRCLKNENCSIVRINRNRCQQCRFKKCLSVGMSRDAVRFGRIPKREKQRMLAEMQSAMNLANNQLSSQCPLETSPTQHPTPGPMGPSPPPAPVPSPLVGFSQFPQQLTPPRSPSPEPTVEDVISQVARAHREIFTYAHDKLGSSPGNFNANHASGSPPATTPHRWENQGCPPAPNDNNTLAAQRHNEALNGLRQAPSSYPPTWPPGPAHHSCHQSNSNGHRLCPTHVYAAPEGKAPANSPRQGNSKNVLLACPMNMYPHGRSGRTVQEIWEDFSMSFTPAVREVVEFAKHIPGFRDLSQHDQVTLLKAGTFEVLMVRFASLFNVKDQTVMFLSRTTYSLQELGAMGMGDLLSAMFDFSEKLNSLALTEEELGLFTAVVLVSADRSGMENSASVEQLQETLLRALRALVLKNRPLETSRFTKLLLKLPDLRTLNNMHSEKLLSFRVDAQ
PLC-beta3 inh = inhibitors of human phospholipase C beta3; Purified PLC-beta3, fluorogenic substrate, fluorescence; AID 720704; Q01970; inhibition, % at 12.2 µM; actives 0.18% (n = 370,000); in the data active = inhibition above about 11%;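 also: 0% = median of compound wells on plate and 100% = full blocker control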
HGIII-sPLA2 inh = Blocks human group III sPLA2 activity | QFRET BODIPY PC-A2 liposome hydrolysis, fluorescence | inhibition, % at 12.2 µM | Q9NZ20 | actives 0.56% (n = 370,000);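 active = inhibition above mean plus 3 SD of compounds lying within the high and low control bounds, cut at about 19% in these data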;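 also: 0% = median of test compound wells and 100% = no enzyme DMSO wells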
Target sequence (Q9NZ20 whole entry, looked up): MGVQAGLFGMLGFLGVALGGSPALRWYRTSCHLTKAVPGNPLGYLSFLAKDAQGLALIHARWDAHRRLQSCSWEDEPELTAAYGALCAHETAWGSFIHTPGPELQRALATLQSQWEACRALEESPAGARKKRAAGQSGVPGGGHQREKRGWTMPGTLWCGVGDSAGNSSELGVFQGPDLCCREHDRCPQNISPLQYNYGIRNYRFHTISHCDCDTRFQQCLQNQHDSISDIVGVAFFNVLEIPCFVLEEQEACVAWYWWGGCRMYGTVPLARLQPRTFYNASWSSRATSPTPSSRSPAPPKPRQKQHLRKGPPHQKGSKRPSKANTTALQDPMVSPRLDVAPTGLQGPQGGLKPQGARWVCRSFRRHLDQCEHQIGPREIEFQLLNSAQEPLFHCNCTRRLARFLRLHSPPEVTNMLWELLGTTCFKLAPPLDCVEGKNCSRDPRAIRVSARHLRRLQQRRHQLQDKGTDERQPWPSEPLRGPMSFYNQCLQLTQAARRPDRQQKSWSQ
The depositor's hits bear a star; i = inactive; . = no result given.

The opening three compounds (preview)
SMILES	hcDAF12 agonist	PG9 Ab binder	hgDAF-12 ag	ssDAF-12 act	DAX1 inh-1	FXN GAA850 act	SMARCA2 activ	DAX1 inh-2	NR1D1 modulator	PLC-beta3 inh	HGIII-sPLA2 inh
Cc1ccc2nc(SCC(=O)Nc3cccc(S(=O)(=O)N(C)C)c3)[nH]c2c1	-1.1	-1.9	-4.2	-1.6	-0.9	-1.5	-3	3.6	-4	7	-44
Cc1ccc(C)c(NS(=O)(=O)c2csc(C(N)=O)c2)c1	-1.1	-1.6	-1.2	-0.6	-0.2	3.3	-3	-0.9	-4	-2	-2
CNc1c(C(=O)O)ccc2c1C(=O)c1ccccc1C2=O	-2.6	-17	-2.8	-0.7	-0.2	-0.2	-2	-2.3	-12	0	6

This part in full, previewed entries included:
SMILES	hcDAF12 agonist	PG9 Ab binder	hgDAF-12 ag	ssDAF-12 act	DAX1 inh-1	FXN GAA850 act	SMARCA2 activ	DAX1 inh-2	NR1D1 modulator	PLC-beta3 inh	HGIII-sPLA2 inh
Cc1ccc2nc(SCC(=O)Nc3cccc(S(=O)(=O)N(C)C)c3)[nH]c2c1	-1.1	-1.9	-4.2	-1.6	-0.9	-1.5	-3	3.6	-4	7	-44
Cc1ccc(C)c(NS(=O)(=O)c2csc(C(N)=O)c2)c1	-1.1	-1.6	-1.2	-0.6	-0.2	3.3	-3	-0.9	-4	-2	-2
CNc1c(C(=O)O)ccc2c1C(=O)c1ccccc1C2=O	-2.6	-17	-2.8	-0.7	-0.2	-0.2	-2	-2.3	-12	0	6
Cc1ccccc1NC(=O)Cn1nc(C)n2cccc2c1=O	-1.5	-0.8	3.1	-1.2	-0.1	-1.3	0	0.1	5	-10	2
C[C@H](O)[C@@H]1C(=O)N2CCc3c([nH]c4cccc(-c5ccccc5)c34)[C@@H]2C[C@@H]1N(C)C(=O)NC1CCCCC1	-2.3	-0.5	-0.3	-1.4	-2.2	.	-7	.	1	-331	-21
COC(=O)c1ccccc1N=Nc1c(C)noc1C	0.1	-2.2	1.0	-2.2	-0.4	1.4	-3	1.2	2	4	-2
CCc1ccccc1NC(=O)CSc1nc2[nH]c(=O)cc(O)c2s1	-0.1	-2.0	-0.2	-0.8	0.1	2.0	-1	-2.0	-8	-9	-1
COc1ccc(-c2nnc(CSc3nnc(-c4ccncc4)n3C3CCCCC3)o2)cc1OC	-1.2	0.6	0.3	-1.3	-0.1	2.3	1	-0.8	4	0	0
COc1ccc(-n2nc3ccccc3n2)cc1	1.9	2.2	3.7	0.3	0.2	4.0	0	0.7	3	-3	-3
Cc1cc(NC(=O)CN2CCC(O)(c3cccc(F)c3)CC2)no1	-1.1	0.0	4.5	-0.7	-0.4	0.5	-4	-1.5	1	2	0
Cc1ccc(NC(=O)CN(C)C(=O)c2cc3c(s2)CCCCC3)cc1	-1.0	3.0	0.0	-0.8	1.4	2.8	-4	0.1	-4	-11	8
S=C(Nc1ccc(Br)cc1)NC1CCN(Cc2ccccc2)CC1	-1.6	-1.8	-2.2	-1.3	-3.6	-1.4	-3	-0.5	5	-6	-5
CCN(CC)C(=O)Cn1cc(C(=O)C2CC2)c2ccccc21	-0.7	-0.5	1.1	-1.8	0.0	-0.3	0	-0.5	-2	-4	3
O=C(NCc1ccc(F)cc1)c1ccc(Br)o1	-0.4	-1.2	4.9	-1.4	0.9	0.6	1	1.3	-4	4	2
O=C(Nc1cccc(Cl)c1)N(CCCN1CCOCC1)Cc1ccccc1F	0.2	0.5	0.4	-1.1	0.2	-0.1	1	-0.7	-3	-2	-2
O=C(CSc1nnnn1-c1ccc(C(=O)O)cc1)NC1CC1	1.3	-0.9	-0.3	-1.2	0.6	2.0	5	0.4	0	-5	5
CC1CCN(C(=O)Cn2c(=O)n(Cc3ccco3)c(=O)c3sccc32)CC1	-1.3	-0.2	-1.4	-0.8	-0.5	0.9	-4	1.2	-4	-6	6
CC1(C)Cc2nc(Cl)c(C(N)=O)cc2CO1	-0.7	-0.1	-1.8	-0.5	0.7	1.6	-6	-0.1	-1	-1	6
Cc1ccc(C)c(N(C)S(=O)(=O)c2cccc3nsnc23)c1	-2.2	-0.2	-3.5	-1.5	-0.7	0.6	-3	0.4	-1	3	-3
C=CCOc1ccccc1CN1CCC(Cc2ccccc2)CC1	-0.7	0.0	1.4	-0.6	-0.1	-3.3	-1	3.5	4	-1	-6
Cc1ccc(S(=O)(=O)/N=C(/c2ccc(F)cc2)N2CCOCC2)cc1	0.2	-1.4	1.2	-1.0	-0.5	1.3	-2	1.1	0	-8	5
CCOc1ccc(S(=O)(=O)N2Cc3ccccc3CC2C(=O)O)cc1 (stereo not given)	1.1	-2.1	3.0	-1.0	0.8	1.2	-2	0.0	5	-11	-1
CC1Cc2[nH]c(=S)[nH]c(=O)c2C(c2ccc(F)cc2)O1 (stereo not given)	0.4	-1.7	1.9	-0.7	1.2	.	4	.	-3	2	3
CC1=C(C)CC(C(=O)Nc2nccs2)C(C(=O)O)C1 (stereo not given)	0.9	-4.2	2.6	-0.2	0.2	1.8	2	-0.7	3	-1	2
COc1cccc2c1C(=O)C=C(C)C2=O	0.9	-0.8	-1.6	-1.5	-1.7	6.2	-2	-2.4	1	-25	6

Remaining list, next part
SMILES	hcDAF12 agonist	PG9 Ab binder	hgDAF-12 ag	ssDAF-12 act	DAX1 inh-1	FXN GAA850 act	SMARCA2 activ	DAX1 inh-2	NR1D1 modulator	PLC-beta3 inh	HGIII-sPLA2 inh
Nc1c2c(nn1-c1ccc(C(=O)O)cc1)CNC2	-0.6	-1.9	0.6	-0.5	-0.2	1.5	5	-0.5	-9	-12	2
COc1ccc(CNC(=O)COC(=O)c2ccc(F)c(S(=O)(=O)N3CCCCC3)c2)cc1OC	-2.5	-2.2	-0.6	-1.3	-0.4	0.1	0	-0.1	-3	-6	-4
Cc1cc(C)nc(SCC(=O)NCC2COc3ccccc3O2)n1 (stereo not given)	0.0	1.1	0.7	-0.8	0.0	2.2	1	0.3	-2	4	-6
Cc1ccc(CN2CC(C(=O)N3CCN(S(=O)(=O)c4cccc(F)c4)CC3)CC2=O)cc1 (stereo not given)	-0.7	0.9	-1.0	-0.8	-0.5	0.9	2	-0.7	6	4	-3
CN(C(=O)c1ccc(NC(=O)Cc2cccc(NC(=O)C3CCCN(C(=O)C4CCCCC4)C3)c2)cc1)C1CCCC1 (stereo not given)	-0.4	-0.5	-1.6	-1.4	0.3	0.6	0	-1.7	2	-2	-25
CN(CC(=O)NCc1ccco1)S(=O)(=O)c1cccc2cccnc12	1.8	-0.7	2.9	-1.0	1.1	-1.0	-1	0.2	2	-3	-4
CC(=O)c1ccc(OCC(O)CN2CCN(S(=O)(=O)c3c(C)c(C)cc(C)c3C)CC2)cc1 (stereo not given)	-1.6	-2.7	-0.7	-1.2	-0.3	-0.1	-5	-2.0	-3	-2	-25
O=S(=O)(c1ccccc1)c1nc(NC2CC2)sc1Cl	-2.1	0.4	-0.1	-2.2	-2.1	-1.0	-3	-0.2	2	1	-1
O=C1CC(NCC2CCCO2)C(=O)N1c1ccc(F)cc1 (stereo not given)	2.0	-0.5	-2.7	-1.4	-0.2	3.3	-2	1.0	1	1	3
FC(F)(F)c1ccc(/C=N/N2CCN(Cc3ccccc3)CC2)cc1	-0.6	-0.8	-0.5	-1.3	-0.3	2.4	-1	1.1	7	4	-1
CN(CC(=O)NCCc1ccc(F)cc1)Cc1cccs1	0.2	0.3	6.7	-1.5	0.0	3.6	7.8*	0.0	-1	-4	4
CC1CCC(NC(=O)CSc2nncn2C)CC1 (stereo not given)	-0.2	-0.6	3.5	-1.0	-0.7	2.2	0	0.3	6	3	0
O=C(C[C@@H]1C/C=C\C[C@H](Cc2ccc(F)cc2)C(=O)OCCNC1=O)N[C@H](CO)Cc1ccccc1	-1.4	0.4	0.2	-1.6	0.3	-1.5	-1	2.3	-2	10	-6
CCOP(=O)(c1ccccc1)c1nc(-c2ccccc2C)oc1N1CCCCC1 (stereo not given)	-3.1	0.5	-3.1	-1.4	-0.7	.	0	.	-3	-68	14
CC(C)CN(C(=O)Cn1c(=O)cnc2ccccc21)C1CCS(=O)(=O)C1 (stereo not given)	-1.9	2.6	3.0	-0.6	0.1	0.3	0	-0.7	5	-32	4
CCN(CC)c1ccc(C2C(C(=O)OC)=C(C)NC(C)=C2C(=O)OC)cc1	0.2	-2.0	0.6	-2.1	-0.8	-2.3	5	0.2	0	-37	12
CCOC(=O)/C=C1\Nc2ccccc2OC1=O	3.5	-2.2	-3.8	-0.3	-1.5	2.4	-4	-0.2	3	-13	4
Cn1c(=O)c2c(SCC(=O)N3CCOCC3)nc(-c3ccccc3F)nc2n(C)c1=O	1.4	0.2	4.1	-0.3	-1.2	-0.3	4	0.5	-5	-5	10
CSc1ccc(Cl)c(C(=O)Nc2nccs2)c1	-1.9	0.6	-0.9	-0.9	-0.2	-0.5	0	-1.3	3	-6	-1
O=C(NC1CCCC1)C1CCCN(S(=O)(=O)c2ccc(F)cc2)C1 (stereo not given)	-1.0	0.2	-1.2	-1.4	-0.3	-1.2	-2	1.0	-1	-4	0
COc1ccc(/C=N/n2c(=O)[nH]c3c([nH]c4ccc(Cl)cc43)c2=O)cc1CN1CCCCC1	0.0	-3.8	1.5	-1.4	-0.3	0.3	6	0.3	2	-67	0
COc1ccc(C(=O)NCCCC2CCCC2)cc1OC1CCN(C(C)C)CC1	0.8	1.9	4.0	-1.5	1.5	0.2	1	0.2	-6	3	-1
CC(OC(=O)c1snc(C(=O)NC2CCCCC2)c1N)C(=O)NC(C)(C)C (stereo not given)	0.0	1.1	-1.9	-1.0	-0.5	0.0	-4	-0.4	-1	-14	7
CNC[C@H]1Oc2c(NC(=O)C3CCCCC3)cccc2C(=O)N([C@H](C)CO)C[C@@H]1C	-1.2	-0.4	1.1	-0.9	-0.4	-0.2	0	0.1	0	0	5
CC(=O)Nc1ccc(NC(=O)COc2ccc(-c3ccccc3)cc2)cc1	2.1	0.1	2.1	-0.9	-0.9	0.9	4	1.3	4	-6	-9

(listing goes on)
SMILES	hcDAF12 agonist	PG9 Ab binder	hgDAF-12 ag	ssDAF-12 act	DAX1 inh-1	FXN GAA850 act	SMARCA2 activ	DAX1 inh-2	NR1D1 modulator	PLC-beta3 inh	HGIII-sPLA2 inh
Cc1ccc(C(=O)OCC(=O)Nc2cccc(Br)c2)s1	-1.7	0.1	1.8	-2.0	0.1	-0.2	-1	-1.1	4	1	-3
CC1C2NC(=O)N(Cc3ccccc3)C1(C)Oc1ccccc12 (stereo not given)	-1.1	3.2	-0.3	-0.7	0.3	3.2	0	1.1	8	-8	-2
CCOC(=O)c1cc2c(=O)n3ccccc3nc2n(Cc2ccco2)c1=NC(=O)c1ccc(OC)cc1OC	-2.1	3.3	-3.7	-1.6	-0.7	1.4	-2	-0.2	0	i	1
CC1CCCN(CCC(=O)Nc2ccc(Br)cc2)C1 (stereo not given)	-0.8	-1.6	-0.9	-1.2	0.3	4.5	1	0.4	0	-2	7
CC1(C)C(=O)Nc2ccccc2N1C(=O)CN1C(=O)NC(CCc2ccccc2)C1=O (stereo not given)	-1.1	-2.3	1.2	-1.6	0.2	-2.3	-4	-0.5	-2	-1	-3
COc1cc(OC)c(CNC2CCCCCC2)cc1Br	0.0	2.5	0.3	-1.0	0.7	0.2	2	0.7	0	0	5
Cc1ccc2c(c1)N(CC(=O)NC1CCCC1)C(=O)C(C)O2 (stereo not given)	-0.9	-1.5	-1.1	-0.7	0.0	0.7	1	-0.5	1	-4	1
